# MrgX1 antagonist = blocks BAM8-22 activation of human MrgX1 receptor. B-score at 10 µM. MRGX1-HEK293 calcium flux, Fluo-4, BAM8-22 antagonism; stronger effect = lower value. AID 588676. 310,000 compounds, 1.3% hits;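 active = calcium-response B-score plate-corrected more than 3 library SD below zero, starting fluorescence within 5 deviations, no agonist response on first addition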;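 note: peak minus trough fluorescence over baseline after final BAM8-22 challenge near maximal dose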
# TRPC4 PAM = allosterically enhances the mouse TRPC4 cation channel; Q9QUQ5; HEK293 TRPC4beta/mu-opioid, DAMGO EC20, Fluo-4 Ca2+ flux; stronger effect = higher value; B-score at 10 µM; 310,000 compounds, 0.42% hits;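 active = B-score of calcium response area above 5 SD of library B-scores, with initial fluorescence ratio within 5 SD of library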;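 note: B-score of integrated fluorescence ratio over time as area under calcium response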
# SKKanGAS inh = inhibitors of SKKanGAS S. pyogenes growth in kanamycin (SK-promoter or general growth effect). BacTiter-Glo, 6 h. inhibition, % at 7.5 µM. 300,000 compounds, 1.3% hits;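 active = mean replicate score, as percent of positive control median, at least 50; inconclusive = mean below 50 but one replicate at or above 50; inactive = mean and every replicate below 50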;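 note: strain carries kanamycin resistance gene driven by streptokinase promoter and grows in 40 µg/ml kanamycin; loss of luminescence reflects streptokinase promoter inhibition or plain growth inhibition; 0% = median of DMSO wells and 100% = positive control at its reference dose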
# TRPC4 agonist = activators of mouse TRPC4 channel; AID 2237; Q9QUQ5; B-score at 10 µM; HEK293 TRPC4beta/mu-opioid, Fluo4 calcium fluorescence; stronger effect = higher value; 310,000 compounds, 0.49% hits;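 active = B-score above 5 SD of library B-scores, and initial fluorescence ratio not above library mean plus 5 SD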;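 note: positive B-score marks a calcium rise read as TRPC4 activation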
#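 system = HEK293 cells stably co-expressing mouse TRPC4beta and mu-opioid receptor | schedule = Fluo4 dye loading 45 min at room temperature, 110 s recording | measure = B-scored integrated calcium fluorescence ratio | signal = Fluo4 calcium-sensitive dye fluorescence, kinetic, 1 Hz baseline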
# MrgX1 ag = human MrgX1 receptor agonism, primary screen. MrgX1-HEK293 cells, Fluo-4 calcium fluorescence, agonist mode; stronger effect = higher value. 310,000 compounds, 0.44% hits. AID 588627. B-score at 10 µM. Q96LB2;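 active = calcium response B-score plate-corrected fluorescence ratio at least 3 library SD, with starting fluorescence B-score inside 5 SD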
#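 System: HEK293 cells stably expressing human MrgX1 receptor; Dosing: test compound in the initial addition of three; Schedule: overnight plating, then 30 min 37 °C plus 30 min room-temperature dye loading; Detection: kinetic calcium dye fluorescence, Fluo-4 NW; Controls: per-plate positive and negative controls for Z′ factor.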
# TMEM16A act = mouse TMEM16A channel activation, primary screen; 340,000 compounds, 0.3% hits; B-score at 10 µM; AID 623877; HEK293 TMEM16A/YFP-H148Q/I152L, iodide quench fluorescence; stronger effect = lower value;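 active = fluorescence-ratio B-score plate-corrected deviation score at least 3 library SD below zero, with starting fluorescence score within 5 deviations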;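 note: channel opened by trigger with iodide after compound preincubation; score built on the fluorescence ratio of max minus min over baseline; more negative score means more quench and so TMEM16A activation or potentiation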
# Target sequence (Q8BHY3 whole entry, looked up): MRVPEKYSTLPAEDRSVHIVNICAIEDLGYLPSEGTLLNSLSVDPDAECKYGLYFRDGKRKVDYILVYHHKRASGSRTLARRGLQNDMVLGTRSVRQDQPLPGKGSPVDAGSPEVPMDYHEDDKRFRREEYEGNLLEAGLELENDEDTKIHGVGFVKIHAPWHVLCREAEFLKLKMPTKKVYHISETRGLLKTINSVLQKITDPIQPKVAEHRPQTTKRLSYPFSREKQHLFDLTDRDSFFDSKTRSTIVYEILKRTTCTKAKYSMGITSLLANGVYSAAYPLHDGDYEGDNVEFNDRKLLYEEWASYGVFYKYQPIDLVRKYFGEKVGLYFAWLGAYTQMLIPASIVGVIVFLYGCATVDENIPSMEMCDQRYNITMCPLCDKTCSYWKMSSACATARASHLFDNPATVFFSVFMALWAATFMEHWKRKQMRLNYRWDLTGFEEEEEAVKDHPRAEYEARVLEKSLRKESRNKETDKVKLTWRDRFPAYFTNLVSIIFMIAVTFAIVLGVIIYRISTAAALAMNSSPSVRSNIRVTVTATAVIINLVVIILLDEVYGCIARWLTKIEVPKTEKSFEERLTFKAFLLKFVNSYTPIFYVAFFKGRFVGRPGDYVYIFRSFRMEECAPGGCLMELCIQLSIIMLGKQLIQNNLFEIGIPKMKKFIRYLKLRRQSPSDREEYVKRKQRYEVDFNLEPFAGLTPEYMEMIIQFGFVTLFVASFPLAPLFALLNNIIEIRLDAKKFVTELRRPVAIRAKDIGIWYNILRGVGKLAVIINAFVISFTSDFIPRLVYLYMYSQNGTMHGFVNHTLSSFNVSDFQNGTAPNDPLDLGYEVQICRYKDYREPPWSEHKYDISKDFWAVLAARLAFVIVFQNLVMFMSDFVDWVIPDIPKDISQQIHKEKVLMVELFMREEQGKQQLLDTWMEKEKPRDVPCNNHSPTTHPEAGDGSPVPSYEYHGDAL
# TRPC4 block = inhibitors of mouse TRPC4 channel. B-score at 10 µM. HEK293 TRPC4beta/mu-opioid, DAMGO-evoked Fluo4 calcium flux; stronger effect = lower value. Q9QUQ5. 300,000 compounds, 0.39% hits;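 active = B-score over 3 SD under the library average, no early fluorescence shift, positive overall ratio signal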
#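 Signal: kinetic Fluo4 fluorescence imaging of calcium influx. Material: stable TRPC4beta/mu-opioid receptor HEK293 cells. Probe or stimulus: DAMGO in two steps, submaximal then maximal.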
# TRPC6 inhibitor = blocks the mouse TRPC6 cation channel; Q61143; HEK293-TRPC6, membrane potential dye, ACh-evoked depolarization; stronger effect = lower value; B-score at 10 µM; 310,000 compounds, 1.1% hits;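 active = B-score under library mean minus 3 SD, initial fluorescence not abnormally high, positive integrated signal ratio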;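 note: B-score derived from integrated fluorescence ratio over the kinetic read; more negative B-score means stronger inhibition of depolarization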
# MrgX1 PAM = human MrgX1 positive allosteric modulation, primary screen; MrgX1-HEK293, Fluo-4 calcium flux, FDSS; stronger effect = higher value; 310,000 compounds, 0.63% hits; Q96LB2; B-score at 10 µM;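 active = plate-corrected calcium response at least 3 library SD above typical, normal starting fluorescence, not activating the receptor alone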;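 note: compound read alongside a low EC10 to EC30 dose of BAM8-22 agonist; peak minus trough fluorescence over baseline measured at the second addition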
# TMEM16A inh = mouse TMEM16A channel inhibition, primary screen. Q8BHY3. HEK293 TMEM16A/YFP iodide influx fluorescence, ionomycin. normalized B-score (activity score, 25-100; higher = stronger inhibition) at 10 µM. 310,000 compounds, 1.2% hits;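 active = ratio plate-corrected score three or more library SD toward inhibition, starting fluorescence score within five deviations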;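 note: score derived from kinetic fluorescence span divided by baseline fluorescence per well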
# TRPC6 act = mouse TRPC6 channel activation. Q61143. HEK293-TRPC6 membrane potential dye fluorescence; stronger effect = higher value. B-score at 10 µM. 310,000 compounds, 0.13% hits. AID 2550;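 active = B-score of the integrated fluorescence ratio above library mean plus 3 SD, and starting fluorescence ratio within library mean plus 5 SD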;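 note: higher score means more depolarization so channel activation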
# Active calls of the source: *; i = inactive; ? = inconclusive; nt = not tested or not shown. Hits appear at their usual frequency (roughly 6.7% active in at least one column).
SMILES,MrgX1 antagonist,TRPC4 PAM,SKKanGAS inh,TRPC4 agonist,MrgX1 ag,TMEM16A act,TRPC4 block,TRPC6 inhibitor,MrgX1 PAM,TMEM16A inh,TRPC6 act
Cc1cc(=O)cc(C)n1-c1ccccc1N1CCOCC1,i,i,-19.1,i,i,i,i,i,i,i,i
CN1C(=O)/C(=C2/C=Cc3ccccc3N2CCCS(=O)(=O)O)SC1=S,i,i,9.8,i,i,i,i,i,i,i,i
CN(C)C(=O)c1ccc(NC(=O)c2cccnc2)cc1,i,i,-4.1,i,i,i,i,i,i,i,i
COC(=O)CSC(=S)N1CCCC(C)C1 (stereo unspecified),i,i,0.6,i,i,i,i,i,i,i,i
Nc1ncc2c(n1)CC(c1ccco1)CC2=O (stereo unspecified),i,i,4.0,i,i,i,i,i,i,i,i
CS(=O)(=O)Nc1ccc(C2=NN(C(=O)CCCC(=O)O)C(c3cccs3)C2)cc1 (stereo unspecified),i,i,1.9,i,i,i,i,i,i,i,i
Cc1ccc(NCN2C(=O)C(=O)c3ccccc32)nc1,i,i,3.2,i,i,i,i,i,i,i,i
CCOC(=O)N1CCN(C(=O)C2CCCN(S(=O)(=O)c3ccc(OCC)cc3)C2)CC1 (stereo unspecified),i,i,-3.3,i,i,i,i,i,i,i,i
CCOc1ccc(-c2nc(CSc3nncs3)cs2)cc1OC,i,i,-4.5,i,i,i,i,i,i,i,i
O=C(Nc1ccc(Cc2ccncc2)cc1)c1ccc(Cl)c([N+](=O)[O-])c1,i,i,-1.1,i,i,i,i,i,i,i,i
CC/C(=C\C(=O)c1ccncc1)Nc1ccc(Br)cc1,i,i,-11.1,i,i,i,i,i,i,i,i
CCCCN(CCCC)C(=O)C[n+]1cccc(/C=N/O)c1,i,i,-4.9,i,i,i,i,i,i,i,i
COc1ccc(C(C)=O)cc1CSc1nnc(-c2ccncc2)n1C,i,i,-3.7,i,i,i,i,i,i,i,i
Cc1ccc(OCC(=O)NCCCNC(=O)c2ccc(C)nc2)cc1,i,i,-2.8,i,i,i,i,i,i,i,i
CN1Cc2c(N3CCOCC3)nc(SCCC#N)c(C#N)c2CC1(C)C,i,i,-0.3,i,i,i,i,i,i,i,i
Cc1ccccc1S(=O)(=O)Nc1nc2ccccc2nc1N1CCOCC1,i,i,-10.9,i,i,i,i,i,i,i,i
CCOC(=O)Cc1csc(NC(=O)c2cc(C)on2)n1,i,i,4.2,i,i,i,i,i,i,i,i
CC(C)[C@H](NC(=O)N1c2ccccc2NC(=O)[C@@H]1C(C)C)C(=O)N[C@@H](Cc1c[nH]c2ccccc12)C(=O)O,i,i,2.8,i,i,i,i,i,i,i,i
CSc1cccc(NC(=O)C2CCN(S(=O)(=O)c3cnc[nH]3)CC2)c1,i,i,3.9,i,i,i,i,i,i,i,i
O=C(NNc1ncnc2c1cnn2-c1ccccc1)c1ccco1,i,i,1.2,i,i,i,i,i,i,i,i
O=C(Nc1ncn[nH]1)c1cc(S(=O)(=O)Nc2ccc(Cl)cc2)ccc1Cl,i,i,-3.6,i,i,i,i,i,i,i,i
CCn1nnc(NC(=O)C(c2ccccc2)c2ccccc2)n1,i,i,-1.9,i,i,i,i,i,i,i,i
Cc1ccc(-n2nc3c(=O)n(CC(=O)NCCC4=CCCCC4)nc(C)c3c2C)cc1,i,i,1.5,i,i,i,i,i,i,i,i
COC(=O)c1c(NC(=O)CN2CCN(Cc3ccc4c(c3)OCO4)CC2)sc(C)c1C,i,i,9.3,i,i,i,i,i,i,i,i
O=C(Nc1ccc(Nc2ccccc2)cc1)C(Cl)(Cl)Cl,i,i,5.7,i,i,i,i,i,i,i,i
O=C(c1ccccc1Cl)N(Cc1ccc(Br)cc1)N1C(=O)CCC1=O,i,i,0.0,i,i,i,i,i,i,i,i
CC(Oc1ccccc1)C(=O)OCC(=O)NC(=O)NCc1ccco1 (stereo unspecified),i,i,-14.4,i,i,i,i,i,i,i,i
Cc1ccc2nc(-c3ccccn3)c(NC3CCCC3)n2c1,i,i,96.3*,i,i,i,-6*,i,i,i,i
CN1CCC(N(C)C(=O)/C=C/c2cn(-c3ccccc3)nc2-c2cccs2)CC1,i,i,-1.7,i,i,i,i,i,i,i,i
CCCCCCCCCCS(=O)(=O)N/N=C/c1ccccc1OC,i,i,43.4,i,i,i,i,i,i,i,i
CCOC(=O)c1cccc(C(=O)Oc2ccccc2)n1,i,i,-3.8,i,i,i,i,i,i,i,i
CNC(=O)c1c[nH]c2ccc(S(=O)(=O)Nc3cccc(SC)c3)cc2c1=O,i,i,-15.1,i,i,i,i,i,i,i,i
O=C(N/N=C\C=C\c1ccco1)c1cncc(Br)c1,i,i,-0.5,i,i,i,i,i,i,i,i
O=C(CN1CCN(CC(=O)c2ccc(F)cc2)CC1)Nc1ccccc1Cl,i,i,0.7,i,i,i,i,i,i,i,i
CN(C)c1ccc(C2N(c3ccc(Cl)cc3)C(=O)C3CCCN32)cc1 (stereo unspecified),-6.01*,i,-2.0,i,i,i,i,i,i,i,i
COc1cccc(CNC(=O)CCC(=O)N2CCSc3ccccc32)c1OC,i,i,-1.3,i,i,i,i,i,i,i,i
O=[N+]([O-])c1cc(Cl)ccc1NCCc1ccccn1,i,i,-1.2,i,i,i,i,i,i,i,i
O=C(CN1C(=O)/C(=C/c2c(F)cccc2Cl)Oc2ccccc21)NCc1ccco1,-6.56*,i,6.3,i,i,nt,i,i,i,i,i
Cc1cn(C(=O)c2ccccc2)c(=S)n1-c1ccc(Br)cc1,i,i,-1.9,i,i,i,i,i,i,i,i
Cc1nc(NC(=O)c2cccs2)ccc1Br,i,i,-6.0,i,i,i,i,i,i,i,i
CC(C)C[C@@]12C(=O)N(c3cccc(Cl)c3)C(=O)N1[C@H](c1ccc(F)cc1)[C@@H]1C(=O)N(C3CCCCC3)C(=O)[C@@H]12,i,i,1.8,i,i,i,i,i,i,i,i
Cc1cc(C(=O)NCC(=O)OCC(=O)N(C2CCCCC2)C2CCCCC2)ccc1[N+](=O)[O-],i,i,9.7,i,i,i,i,i,i,i,i
O=C(Cn1cc(SCc2cccc(Cl)c2)c2ccccc21)N1CCOCC1,i,i,-9.0,i,i,i,i,i,i,i,i
COC(=O)c1sccc1NC(=O)CC1C(=O)NCCN1C(=O)c1ccc(N(C)C)cc1 (stereo unspecified),i,i,-2.6,i,i,i,i,i,i,i,i
CC/C(=C\c1oc2cc3ccccc3cc2[n+]1CC)Nc1ccccc1,i,i,0.8,i,27*,i,i,-5.1*,i,i,i
Cc1cc(C)cc(C(=O)N2CCC(CCC(=O)NC3CC3)CC2)c1,i,i,?,i,i,i,i,i,i,i,i
Cc1cc(C(=O)OCC(=O)N2CC(=O)Nc3ccccc32)c(C)n1-c1ccc(F)cc1,i,i,5.7,i,i,i,i,i,i,i,i
Cc1ccc(-c2noc(CN(C(=O)CCCN3C(=O)c4ccccc4C3=O)C(C)C)n2)cc1,i,i,-5.9,i,i,i,i,i,i,i,i
COCC1CCN(C(=O)CCc2nnc(C3(c4ccc(Cl)cc4)CCC3)o2)CC1,i,i,23.5,i,i,i,i,i,i,i,i
COc1ccc(Br)cc1CN1CCN(S(=O)(=O)Cc2ccccc2)CC1,i,i,4.3,i,i,i,i,i,i,i,i
CC(NC(=O)C1CCC(CNS(=O)(=O)c2ccc3c(c2)C(C)(C)C(=O)N3C)CC1)c1ccccc1 (stereo unspecified),i,i,2.5,i,i,i,i,i,i,i,i
CCOC(=O)C(=O)N1CCC(C(=O)OCC)CC1,i,i,1.8,i,i,i,i,i,i,i,i
Fc1ccc(C2CCCN2Cc2nc(CC3CC3)no2)cc1 (stereo unspecified),i,i,10.6,i,i,i,i,i,i,i,i
NNC(=O)c1cccc(COc2ccc3c(c2)CCC3)c1,i,i,10.3,i,i,i,i,i,i,i,i
COc1ccc(CCNC(=O)C2CCN(S(=O)(=O)N3CC(C)CC(C)C3)CC2)cc1OC (stereo unspecified),i,i,-2.8,i,i,i,i,i,i,i,i
CCOC(=O)Cc1ccc2sc(-c3ccccc3)nc2c1,i,i,16.9,i,i,i,i,i,i,i,i
CC(C)(C)C1CCc2onc(C(=O)Nc3ccc(F)cc3F)c2C1 (stereo unspecified),i,i,1.2,i,i,i,i,i,i,100*,i
CCOc1ccc(NC(=O)CN2C(=O)NC(CCSC)C2=O)cc1 (stereo unspecified),i,i,-7.1,i,i,i,i,i,i,i,i
COc1cc2c(cc1NC(=O)C(c1ccccc1)c1ccccc1)CCCC2,i,i,17.1,i,i,i,i,i,i,i,i
COC(=O)c1ccc(N2C(=O)CC(N(C)Cc3ccccc3)C2=O)cc1 (stereo unspecified),i,i,-7.0,i,i,i,i,i,i,i,i
# New compounds follow.
SMILES,MrgX1 antagonist,TRPC4 PAM,SKKanGAS inh,TRPC4 agonist,MrgX1 ag,TMEM16A act,TRPC4 block,TRPC6 inhibitor,MrgX1 PAM,TMEM16A inh,TRPC6 act
Cc1ccc(S(=O)(=O)NCC(C)n2cncn2)cc1C (stereo unspecified),i,i,-0.3,i,i,i,i,i,i,i,i
Cn1c(=O)c2c(SCc3ccccn3)nc(CC(C)(C)C)nc2n(C)c1=O,i,i,-4.2,i,i,i,i,i,i,i,i
CCc1ccc(N(C(=O)CNC(=O)c2ccco2)C(C(=O)NC2CCCC2)c2cccnc2)cc1 (stereo unspecified),i,i,-2.7,i,i,i,i,i,i,i,i
CCCCOP(=O)(OCCCC)C(O)c1ccc(Br)cc1 (stereo unspecified),i,i,-0.4,i,i,i,i,i,i,i,i
O=C(COC(=O)c1cccc([N+](=O)[O-])c1)NC1CCCC1,i,i,1.7,i,i,nt,i,i,i,i,i
O=C(Oc1ccc(C(=S)N2CCOCC2)cc1Br)c1cc(Cl)ccc1Cl,i,i,37.1,i,i,i,i,i,i,i,i

# Screens from PubChem.
